Mtb BioA inh = blocks M. tuberculosis BioA enzyme activity; AID 602481; purified M. tuberculosis BioA enzyme, plate reader; inhibition, % at 9.99 µM; hit rate 0.096% among 360,000; in the data active = inhibition above about 40%; inconclusive = no clear call, values can overlap the other calls
VHR inh abs = blocks human VHR1 dual specificity phosphatase; AID 1654; inhibition, % at 13.3 µM; P51452; recombinant VHR phosphatase, pNPP absorbance; hit rate 0.52% among 290,000; in the data active = inhibition above about 50%; note: some compounds called inactive have numbers as strong as hits
Target sequence (P51452 whole entry, looked up): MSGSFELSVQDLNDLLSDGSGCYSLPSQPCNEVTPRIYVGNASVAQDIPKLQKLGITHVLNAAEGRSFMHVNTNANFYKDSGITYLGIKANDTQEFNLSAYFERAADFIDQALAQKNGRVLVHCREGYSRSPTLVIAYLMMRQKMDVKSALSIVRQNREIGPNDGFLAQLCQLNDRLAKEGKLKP
GDH-TPI counter = counter-screen for M. tuberculosis FBA inhibitors: GDH-TPI coupled enzymes | inhibition, % at 4.8 µM | AID 588335 | GDH-TPI coupled enzyme counterscreen, NADH absorbance | hit rate 1.2% among 360,000;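 note: 0% = DMSO wells and 100% = wells lacking the enzyme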
CCHF vOTU inh = CCHFV vOTU protease inhibition; Pep-AMC fluorescence; inhibition, % at 11.5 µM; hit rate 0.55% among 370,000; AID 651958; note: 0% = vehicle wells with enzyme and 100% = no enzyme wells
FadD28 binding = blocks FadD28 binding to the bisubstrate probe; fluorescence polarization; inhibition, % at 12.5 µM; hit rate 0.22% among 360,000; in the data active = inhibition above about 8.5%, passing the limit was not always enough; inconclusive = no clear call, values can overlap the other calls
BoNT F protease = blocks Botulinum neurotoxin F light chain protease; inhibition, % at 10 µM; hit rate 0.22% among 360,000; Multiplex microsphere protease cleavage assay, flow cytometry; in the data active = inhibition above about 35%, passing the limit was not always enough; inconclusive = no clear call, values can overlap the other calls; note: plate controls were buffer without enzyme for full effect and enzyme alone for no effect
FBA Mtb inh = Mtb fructose-bisphosphate aldolase inhibition. P9WQA3. purified M. tuberculosis FBA, fluorescence read-out. inhibition, % at 1 µM. hit rate 2.3% among 360,000. AID 588726; in the data active = inhibition above about 27%;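 note: 0% = vehicle and 100% = reference inhibitor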
Target sequence (P9WQA3 whole entry, looked up): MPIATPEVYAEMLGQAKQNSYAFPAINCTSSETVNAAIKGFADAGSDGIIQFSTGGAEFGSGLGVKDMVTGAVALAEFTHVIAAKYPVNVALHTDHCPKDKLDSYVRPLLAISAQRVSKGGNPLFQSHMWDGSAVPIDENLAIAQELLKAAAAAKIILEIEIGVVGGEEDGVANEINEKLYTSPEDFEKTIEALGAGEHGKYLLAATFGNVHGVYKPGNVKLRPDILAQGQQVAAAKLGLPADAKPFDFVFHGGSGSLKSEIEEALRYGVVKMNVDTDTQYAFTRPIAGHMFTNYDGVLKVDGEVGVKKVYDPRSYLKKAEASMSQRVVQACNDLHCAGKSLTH
Rv3671c inh = inhibitors of M. tuberculosis serine protease Rv3671c; hit rate 0.048% among 320,000; inhibition, % at 5.96 µM; AID 2606; P9WHR9; in the data active = inhibition above about 38%;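 note: extracellular domain of Rv3671c used as enzyme; 0% = enzyme with DMSO and 100% = no enzyme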
MazEF act = activators of E. coli MazEF toxin-antitoxin RNase | AID 504720 | hit rate 0.32% among 350,000 | FAM/BHQ RNA-DNA oligo cleavage fluorescence, 5 h | activation, % at 20 µM; in the data active = activation above about 50%
Target sequence (P0AE70 whole entry, looked up): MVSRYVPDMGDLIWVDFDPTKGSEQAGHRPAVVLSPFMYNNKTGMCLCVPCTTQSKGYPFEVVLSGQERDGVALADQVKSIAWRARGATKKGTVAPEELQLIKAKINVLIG
Mtb UGM inh = blocks M. tuberculosis UGM enzyme; P9WIQ1; purified UGM, fluorescence polarization probe displacement; inhibition, % at 10 µM; hit rate 0.06% among 320,000; AID 504406; in the data active = inhibition above about 10%, passing the limit was not always enough; inconclusive = no clear call, values can overlap the other calls
* marks the source's active call; other numbers are inactive results; ? = inconclusive; · = no result given; + = active, no number. Cut-off read from the data, not from the text of the source, unless noted: active = inhibition above about 30%; inactive = the rest.

SMILES | Mtb BioA inh | VHR inh abs | GDH-TPI counter | CCHF vOTU inh | FadD28 binding | BoNT F protease | FBA Mtb inh | Rv3671c inh | MazEF act | Mtb UGM inh
O=C(CN1C(=O)CCC1=O)Nc1ccc(Cc2ccc(NC(=O)CN3C(=O)CCC3=O)cc2)cc1 | -2.0 | 4.2 | -1.6 | -4.7 | -3.7 | -6.8 | 4.0 | 0.9 | 7.6 | -3.2
CC1CCCCN1C(=O)CSc1nc(-c2ccccc2)cc(=O)[nH]1 (stereo not given) | 0.4 | -7.5 | 2.9 | 2.9 | -2.2 | -1.4 | -0.9 | 2.7 | 2.4 | 0.5
Cc1cccc(C)c1NC(=O)CSc1nnc(-c2cccnc2)o1 | · | 8.2 | 4.8 | 3.5 | 1.3 | -7.5 | 1.6 | 7.3 | 4.0 | 2.0
CC(C(=O)NN=C(c1ccccc1)c1ccccc1)N1CCOCC1 (stereo not given) | · | 26.4 | -6.4 | 0.9 | -2.6 | -4.3 | -5.2 | 6.7 | -2.3 | -1.6
CCN(CC)S(=O)(=O)c1ccc(S(=O)(=O)N2CCN(C(=O)c3ccco3)CC2)cc1 | -0.4 | 5.1 | 24.8 | -1.4 | 0.6 | 3.3 | 1.7 | -2.0 | 8.7 | -0.5
Cn1c(SCc2ccccn2)nnc1-c1cnccn1 | · | 21.3 | -6.5 | -9.5 | -0.7 | 2.7 | -1.2 | -4.9 | 9.5 | 2.4
CCOc1ccc(CC2S/C(=N/N=C/c3ccco3)NC2=O)cc1 (stereo not given) | · | -10.7 | 30.5 | 5.9 | -0.8 | -8.0 | -0.3 | -8.8 | -16.2 | -0.9
O=C(CCNS(=O)(=O)c1ccc(Cl)cc1)NCc1cccnc1 | · | 15.1 | 5.0 | -9.5 | -2.0 | -0.7 | -3.0 | 1.4 | -1.4 | -0.2
CC1Sc2ccc(S(=O)(=O)CCC(=O)NCc3ccccc3)cc2NC1=O (stereo not given) | 12.0 | 48.2 | -4.3 | 5.8 | 1.2 | -1.5 | -1.4 | -6.6 | -21.4 | 0.0
CCOc1ccc(-n2c(C)cc(/C=N/N(C)C)c2C)cc1 | · | 20.4 | 5.3 | -2.7 | -1.0 | -36.7 | 6.1 | -1.2 | 7.6 | -2.3
CC1(C)CC(NC(=O)C23CCC(C)(C2Br)C3(C)C)CC(C)(C)N1 (stereo not given) | 2.1 | 34.2 | -7.7 | -7.0 | -3.9 | 34.6* | 3.3 | 2.1 | -1.3 | 0.0
CCC(=O)N1CCN(c2ccc(NC(=S)NC(=O)c3cccc([N+](=O)[O-])c3)cc2)CC1 | 0.3 | 47.4 | 10.4 | 0.7 | -1.1 | 7.3 | -0.5 | -8.1 | 28.8 | -0.2
Cc1ccc(NC(=S)NCCc2ccc(S(N)(=O)=O)cc2)cc1C | 2.6 | 43.3 | 1.9 | 18.7 | 0.7 | 3.7 | -3.0 | 5.8 | -1.1 | -0.4
O=C(NNC(=O)c1csc(-c2cnccc2C(F)(F)F)n1)c1ccc(C(F)(F)F)cc1 | -0.9 | 13.6 | 25.5 | -0.6 | -0.8 | · | -0.6 | -11.6 | 5.2 | 5.6
COc1ccc(S(=O)(=O)N2CCOC2CNC(=O)C(=O)NCCN2CCOCC2)cc1C (stereo not given) | -0.9 | 28.6 | 3.7 | 1.9 | -4.3 | -7.5 | -0.8 | 0.3 | 0.7 | -2.1
O=C(Nc1cccc(S(=O)(=O)C(F)(F)F)c1)[C@@H]1O[C@H](CO)[C@@H](O)[C@H]1O | -1.1 | · | 3.6 | 0.4 | -0.8 | 4.8 | -2.0 | · | · | ·
CC1CCCC(C)N1CC(O)Cn1c2ccccc2c2ccccc21 (stereo not given) | -1.3 | 29.3 | -0.5 | -4.9 | -0.4 | ? | -2.2 | -6.5 | 19.0 | 1.9
NC(=O)CSc1nnc(NC(=O)c2ccc(S(=O)(=O)N3CCCCC3)cc2)s1 | · | · | 10.6 | 6.8 | -0.3 | -2.0 | 1.6 | 9.1 | 4.6 | 1.1
O=C(Cc1ccc2c(c1)OCCO2)N1CCN(S(=O)(=O)c2cccs2)CC1 | 4.0 | 4.5 | 0.0 | -5.2 | -0.2 | -12.0 | 1.2 | -2.2 | 11.3 | -1.0
Cc1ccc(S(=O)(=O)NC(C)c2ccccc2)cc1[N+](=O)[O-] (stereo not given) | -0.2 | 16.5 | 8.1 | 4.8 | -0.3 | 17.5 | 0.1 | -0.1 | 5.8 | 1.3
N#C/C(=C(/O)CCl)c1nc2ccccc2[nH]1 | · | 15.5 | 6.8 | -19.3 | -1.0 | -2.5 | 3.3 | 6.6 | -14.8 | -0.7
CCN(CC)CCCN1C(=O)C(O)=C(C(=O)c2ccco2)C1c1ccc(OC(C)C)cc1 (stereo not given) | -0.2 | 25.9 | 6.2 | 9.8 | -4.4 | -25.7 | 1.2 | 1.3 | -7.5 | 1.4
CC(=O)Nc1ccc(C(=O)OCC(=O)NCCC2=CCCCC2)cc1 | -2.3 | · | -2.1 | 1.2 | -1.1 | 10.1 | 2.5 | · | 3.0 | ·
Cc1ccc(NCc2ccccc2O)cc1 | · | 0.3 | -4.0 | -5.2 | -1.3 | -5.1 | 7.6 | 2.8 | -0.8 | -3.8
O=S(=O)(c1ccc(Oc2ccc(Br)cc2)cc1)N1CCOCC1 | -1.7 | 9.9 | -1.4 | 0.3 | 0.0 | -6.3 | -2.7 | 1.4 | 11.9 | -0.1
CCCCNC(=O)C1(C)CCCCN1C(=O)c1ccc(OC)c(C(F)(F)F)c1 (stereo not given) | -0.6 | · | -1.8 | 1.3 | -6.2 | 0.2 | -1.1 | · | · | ·
Cc1ccc(C(=O)NCC(=O)N/N=C/c2cccs2)cc1[N+](=O)[O-] | · | 10.3 | -2.5 | 2.3 | -1.7 | -2.5 | -1.3 | 4.3 | 6.2 | -1.1
COc1ccc(C(=O)NCCc2cnc[nH]2)cc1OC | · | -10.0 | 6.3 | 12.9 | -2.0 | -7.2 | 1.5 | 5.5 | 1.2 | -1.7
NS(=O)(=O)c1ccc(NC(=O)COC(=O)C2(c3ccc(F)cc3)CCCC2)cc1 | 0.2 | 4.7 | 2.6 | -3.1 | 0.6 | -5.4 | 0.7 | -23.4 | 3.1 | -2.4
CCOc1ccc(NC(=O)Nc2cccs2)cc1 | -0.2 | 24.4 | 2.7 | -1.1 | 0.0 | 9.4 | -2.4 | 4.5 | -2.0 | 1.5
O=c1[nH]c2ccc(N=Cc3c(O)ccc4cc(Br)ccc34)cc2[nH]1 | · | 7.3 | 11.9 | 4.8 | 0.4 | -10.9 | -0.7 | · | 256.0* | ·
O=C(Nc1cccc(-c2ccccc2)c1)N1CCN(C(=O)Nc2cccc(-c3ccccc3)c2)CC1 | -1.3 | 16.6 | 3.7 | 26.6 | -0.2 | -1.9 | -1.0 | 9.8 | 2.5 | 2.8
Cc1ccccc1S(=O)(=O)Cc1ccc(C(=O)NCCN(Cc2ccccc2)C(C)C)o1 | -2.4 | 1.8 | -7.4 | 5.4 | -0.4 | 3.2 | -4.3 | 1.0 | -4.9 | 0.4
Cc1ccc(-c2cn3cccnc3n2)cc1NC(=O)c1c(-c2ccccc2Cl)noc1C | 2.1 | 17.4 | 16.2 | -283.1 | -8.0 | -1.2 | + | -3.3 | 11.1 | -0.9
CC(C)c1ccc(NC(=O)CCS(=O)(=O)c2cccc3nonc23)cc1 | -1.4 | 8.0 | 0.8 | 6.9 | -1.3 | 3.1 | 1.1 | 3.0 | 7.6 | -1.2
COc1ccc(NCc2cc(=O)[nH]c3ccccc23)cc1 | -1.4 | -2.4 | 3.3 | -13.1 | 2.1 | -12.7 | 4.7 | · | -3.4 | -0.4
CCOC(=O)C1CCN(CC(O)COc2ccc(C(C)(C)C)cc2)CC1 (stereo not given) | 3.3 | 8.6 | -4.4 | -1.3 | -2.9 | 7.5 | 0.2 | -1.4 | -1.1 | 5.9
CC(C)C(=O)N1CCN(c2cc(N3CCN(C)CC3)c(F)cc2[N+](=O)[O-])CC1 | · | 3.3 | -0.6 | -4.1 | 0.3 | -3.8 | -5.8 | -3.2 | 6.0 | 0.1
Cn1c(SCC(=O)N2CCCC2)nnc1-c1ccc(S(=O)(=O)N2CCCC2)cc1 | 2.4 | 25.5 | -7.1 | -6.3 | -1.3 | -0.4 | 7.3 | -3.0 | 8.7 | ·
CCCCOC(=O)C1C2C=C[C@]3(CN(CCCOC)C(=O)[C@H]13)O2 (stereo not given in full) | · | 5.0 | -4.2 | -3.0 | 1.9 | -19.3 | -0.5 | -8.9 | 3.5 | -2.3
Cc1ccc(CS(=O)(=O)CCC(=O)O)cc1 | 1.2 | -10.7 | 4.4 | 13.7 | -2.2 | 1.6 | 2.0 | 0.8 | -28.0 | 1.9
NC(=S)N/N=C/c1ccc(C(F)(F)F)cc1 | · | -13.0 | 17.9 | -7.6 | 0.4 | -1.8 | -1.6 | 6.6 | -4.5 | 0.0
CN(C)CC[n+]1ccc(C(=O)c2ccccc2)cc1 | 1.2 | 11.4 | 0.7 | 5.1 | -1.1 | ? | -0.1 | -0.2 | 6.1 | -0.8
c1ccc2c(Cn3nnc4ccccc43)cccc2c1 | 4.7 | 3.5 | 2.8 | 3.6 | -1.9 | -11.8 | -3.1 | -8.7 | 4.4 | -0.8
Cc1cccc(C)c1NC(=O)C1CCCN1S(=O)(=O)c1ccc2c(c1)n(C)c(=O)c(=O)n2C (stereo not given) | 0.7 | 17.3 | 9.9 | · | -3.3 | -6.8 | 2.5 | 3.8 | 7.1 | -0.8
Cc1cccc(N2CCN(S(=O)(=O)c3ccc4c(c3)C(C)(C)C(=O)N4C)CC2)c1C | 0.0 | 21.2 | 0.5 | 10.9 | -1.1 | 4.7 | -1.3 | -4.6 | -16.5 | 3.7
CC1Cc2ccccc2N1C(=O)CSc1nc2c(c(=O)n(C)c(=O)n2C)n1Cc1ccccc1 (stereo not given) | 1.9 | 18.2 | -3.9 | 17.9 | -5.5 | 2.1 | -0.1 | -1.9 | 0.1 | 0.4
Cc1cc(C)n(C(C)CNC(=O)c2ccc3c(c2)OCO3)n1 (stereo not given) | -1.9 | 11.5 | 9.6 | 7.1 | -0.9 | -9.2 | 0.3 | -12.7 | 2.2 | -1.4

Compound activity (PubChem)
